# AMPAR-TARP mod: GluA2-stargazin AMPA receptor complex modulation | HEK293 GluA2+stargazin, membrane potential dye (FDSS), glutamate EC50; hits were called plate by plate, in both directions | 40,000 compounds, 3.5% hits | calls only at 30 µM | AID 1259245;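 active = any of four per-well response measures lying three or more SD from its plate-wide compound average, in either direction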
# Target sequence (O88602 whole entry, looked up): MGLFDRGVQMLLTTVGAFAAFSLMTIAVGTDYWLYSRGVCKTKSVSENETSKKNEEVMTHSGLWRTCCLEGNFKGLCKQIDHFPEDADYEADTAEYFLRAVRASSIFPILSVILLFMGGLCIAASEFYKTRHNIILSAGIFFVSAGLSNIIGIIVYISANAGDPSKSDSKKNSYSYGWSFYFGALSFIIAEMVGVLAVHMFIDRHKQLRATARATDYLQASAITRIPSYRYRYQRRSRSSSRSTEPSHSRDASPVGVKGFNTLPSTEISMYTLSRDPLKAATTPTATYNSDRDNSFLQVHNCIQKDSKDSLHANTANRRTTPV
# Target sequence (P19491 whole entry, looked up): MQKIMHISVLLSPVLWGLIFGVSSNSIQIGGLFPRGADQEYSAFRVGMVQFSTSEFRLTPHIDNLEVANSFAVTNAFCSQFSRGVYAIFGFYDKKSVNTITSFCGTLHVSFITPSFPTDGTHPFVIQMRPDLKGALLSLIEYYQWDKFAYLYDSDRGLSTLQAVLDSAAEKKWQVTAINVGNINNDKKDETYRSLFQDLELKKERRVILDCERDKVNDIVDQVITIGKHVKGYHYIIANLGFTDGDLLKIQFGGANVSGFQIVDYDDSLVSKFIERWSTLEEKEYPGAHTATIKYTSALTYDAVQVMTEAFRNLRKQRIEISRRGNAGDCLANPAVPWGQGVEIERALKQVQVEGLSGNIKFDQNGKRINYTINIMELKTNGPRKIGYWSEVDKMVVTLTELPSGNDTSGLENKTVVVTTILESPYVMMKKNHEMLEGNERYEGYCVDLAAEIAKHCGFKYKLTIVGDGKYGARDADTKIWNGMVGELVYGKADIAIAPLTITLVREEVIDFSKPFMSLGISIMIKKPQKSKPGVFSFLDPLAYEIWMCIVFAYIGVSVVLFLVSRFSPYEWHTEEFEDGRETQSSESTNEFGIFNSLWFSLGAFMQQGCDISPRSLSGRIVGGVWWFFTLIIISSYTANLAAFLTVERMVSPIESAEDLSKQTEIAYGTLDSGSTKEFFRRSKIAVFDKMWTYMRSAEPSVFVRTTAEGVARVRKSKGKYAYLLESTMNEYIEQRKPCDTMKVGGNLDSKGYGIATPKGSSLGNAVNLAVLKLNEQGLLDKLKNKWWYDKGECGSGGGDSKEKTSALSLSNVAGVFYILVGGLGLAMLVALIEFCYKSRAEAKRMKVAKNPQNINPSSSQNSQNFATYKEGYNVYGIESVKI
# AMPAR-TARP mod agonism max-min: recorded beside AMPAR-TARP mod, whose call it bears; compound max-min signal; compound-alone response (agonism);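 unitless range of fluorescence divided by baseline over first 100 seconds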
# AMPAR-TARP mod glutamate slope: recorded beside AMPAR-TARP mod, whose call it bears; glutamate slope, % of max; measured here: glutamate response slope, % max;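 scaled per plate between vehicle wells and maximal 1 mM glutamate control wells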
# An asterisk follows results filed as active; i = inactive; + = active, no number. This is a subset (hit frequency here may not be typical).
SMILES,AMPAR-TARP mod,AMPAR-TARP mod agonism max-min,AMPAR-TARP mod glutamate slope
COc1ccc(S(=O)(=O)Nc2ccc3c(c2)N(C(=O)C(C)(C)C)CC3)cc1,+,0.039*,91*
COc1cccc(OCCOCC(O)CN2CCN(c3cc(Cl)ccc3C)CC2)c1 (stereo not given),i,0.065,56
COc1ccccc1N1C(=O)/C(=C/c2cc(OC)c(OC)c(OC)c2)SC1=S,i,0.081,48
CCn1c(=O)c(C(=O)Nc2cccc(C)c2)cc2cccnc21,i,0.089,36
COc1ccccc1CNC(=O)C(=O)Nc1ccc([N+](=O)[O-])cc1C,i,0.13,55
O=C(Cc1csc(Nc2ccccc2)n1)N1CCN(C(=O)c2ccco2)CC1,i,0.064,61
O=C(Cn1nc(-c2ccc(Cl)cc2)ccc1=O)N1CCCc2ccccc21,i,0.023,44
COc1ccccc1-c1nc(Cn2nnc(C(=O)Nc3c(C)cccc3C)c2C)c(C)o1,i,0.095,56
O=C(NCCS(=O)(=O)N1CCC(Cc2ccccc2)CC1)c1ccccc1,i,0.1,62
O=C(Cc1ccc(NC(=O)c2cccc(Cl)c2)cc1)NCc1cccs1,i,0.091,44
COc1cc(NC(=O)COC(=O)c2cc(C(C)=O)n3ccccc23)cc(OC)c1,i,0.1,58
CCCc1cc(=O)[nH]c(SCc2nc(-c3cc(OC)c(OC)c(OC)c3)no2)n1,i,0.058,67
CC(C)N(Cc1ccccc1)S(=O)(=O)c1cc2c3c(c1)CCC(=O)N3CCC2,i,0.073,60
Cc1cc(C)cc(-n2ccnc(SCc3ccc([N+](=O)[O-])cc3)c2=O)c1,i,0.1,62
COC(=O)Cn1c(=O)c2c(nc3n2CCCN3c2ccc(Br)cc2)n(C)c1=O,i,0.076,35
CCc1nc(-c2ccc(N3CCN(C(=O)c4ccc(Cn5ccnc5)cc4)CC3)nc2)no1,i,0.15,57
CCN1CCN(CCNC(=O)C2CCC(Cn3c(=S)[nH]c4ccccc4c3=O)CC2)CC1 (stereo not given),i,0.15,58
CCOc1ccc(NC(=O)CCc2csc(NC(=O)c3ccc(F)cc3)n2)cc1,i,0.094,59
COc1ccc(CNC(=O)c2cc(-c3ccccc3)nc3c2c(C)nn3C2CCS(=O)(=O)C2)cc1 (stereo not given),i,0.096,57
Cc1nn(C2CCS(=O)(=O)C2)c2nc(-c3ccc(F)cc3)cc(C(=O)NC(C)C)c12 (stereo not given),i,0.066,58
COc1ccc(S(=O)(=O)Nc2ccc3c(c2)CCCN3S(=O)(=O)c2ccccc2)cc1F,i,0.12,57
COc1cc(COCC2CCN(C(=O)CC(c3ccccc3)c3ccccc3)CC2)cc(OC)c1,i,0.065,60
CCOc1ccccc1NC(=O)Cc1csc(Nc2ccc(Cl)cn2)n1,i,0.12,40
Cc1cc(C)c(NC(=O)CSc2ccc(NC(=O)C(C)C)nn2)c(C)c1,i,0.092,51
O=S(=O)(c1ccc2c(c1)OCCO2)N1CCN(Cc2nnnn2-c2ccccc2)CC1,i,0.095,68
O=C(Nc1ccc(F)c(C(F)(F)F)c1)C1CN(C(=O)c2cccs2)C1,i,0.092,57
CSc1ccccc1C(=O)NCC(O)c1cccc2ccccc12 (stereo not given),i,0.16,76
COc1ccc(N2CC(C)Cn3c2nc2c3c(=O)n(Cc3cccc(C)c3)c(=O)n2C)cc1 (stereo not given),i,0.15,52
COc1ccc(-c2ccc(=O)n(CCNS(=O)(=O)c3ccc(Br)cc3)n2)cc1,i,0.047,-1
Cc1oc2cc(O)ccc2c(=O)c1-c1ccc(F)cc1,i,0.1,66
Cn1c(-c2cccs2)nn(CCNC(=O)Nc2ccccc2C(F)(F)F)c1=O,i,0.12,57
NC(=O)Cn1nnn(-c2ccc(NC(=O)C3CC=CCC3)cc2)c1=O (stereo not given),i,0.12,65
O=C(NCC1(O)CCCC1)c1ccccc1,i,0.1,65
CC(C)c1cc(=O)n(CC(=O)N(Cc2ccccc2)c2ccccc2)cn1,i,0.096,55
COc1ccc(-c2noc(C3CCN(S(=O)(=O)c4ccc(Cl)cc4)CC3)n2)cc1,i,0.083,57
COCCNC(=O)C(=O)NCCc1cccc(OC)c1,i,0.092,56

# Entries from the list above that have a halogen (13):
SMILES,AMPAR-TARP mod,AMPAR-TARP mod agonism max-min,AMPAR-TARP mod glutamate slope
COc1cccc(OCCOCC(O)CN2CCN(c3cc(Cl)ccc3C)CC2)c1 (stereo not given),i,0.065,56
O=C(Cn1nc(-c2ccc(Cl)cc2)ccc1=O)N1CCCc2ccccc21,i,0.023,44
O=C(Cc1ccc(NC(=O)c2cccc(Cl)c2)cc1)NCc1cccs1,i,0.091,44
COC(=O)Cn1c(=O)c2c(nc3n2CCCN3c2ccc(Br)cc2)n(C)c1=O,i,0.076,35
CCOc1ccc(NC(=O)CCc2csc(NC(=O)c3ccc(F)cc3)n2)cc1,i,0.094,59
Cc1nn(C2CCS(=O)(=O)C2)c2nc(-c3ccc(F)cc3)cc(C(=O)NC(C)C)c12 (stereo not given),i,0.066,58
COc1ccc(S(=O)(=O)Nc2ccc3c(c2)CCCN3S(=O)(=O)c2ccccc2)cc1F,i,0.12,57
CCOc1ccccc1NC(=O)Cc1csc(Nc2ccc(Cl)cn2)n1,i,0.12,40
O=C(Nc1ccc(F)c(C(F)(F)F)c1)C1CN(C(=O)c2cccs2)C1,i,0.092,57
COc1ccc(-c2ccc(=O)n(CCNS(=O)(=O)c3ccc(Br)cc3)n2)cc1,i,0.047,-1
Cc1oc2cc(O)ccc2c(=O)c1-c1ccc(F)cc1,i,0.1,66
Cn1c(-c2cccs2)nn(CCNC(=O)Nc2ccccc2C(F)(F)F)c1=O,i,0.12,57
COc1ccc(-c2noc(C3CCN(S(=O)(=O)c4ccc(Cl)cc4)CC3)n2)cc1,i,0.083,57

# Further results follow:
SMILES,AMPAR-TARP mod,AMPAR-TARP mod agonism max-min,AMPAR-TARP mod glutamate slope
CCOc1ccccc1-n1c(C)c(C)n2c3c(=O)n(CCN4CCCCC4)c(=O)n(C)c3nc12,i,0.065,26
COC(=O)C(C)OC1C(NC(C)=O)C(OCc2ccccc2)OC2COC(C)(C)OC21 (stereo not given),i,0.043,35
COCCN1CCC(NC(=O)C2(c3cccs3)CCCC2)CC1,i,0.063,60
CCOCCn1c(=O)c2c(nc3n2CC(C)CN3c2cccc(C)c2)n(C)c1=O (stereo not given),i,0.062,28
Cc1cccc(Nc2ccc(N3CCN(C(=O)Cn4cnc5ccccc54)CC3)nn2)n1,i,0.32,46
CC1(C)CC(N2COc3ccc4c(=O)c(-c5ccccc5)coc4c3C2)CC(C)(C)N1,i,0.12,45
O=c1[nH]c(=O)n(C2CC(O)C(CO)O2)cc1I (stereo not given),i,0.065,50
Cc1ccc(N2CC(NC(=O)c3cc4ccccc4o3)CC2=O)cc1C (stereo not given),i,0.097,81
O=C(CCc1ccccc1)NNC(=O)c1cccn(Cc2ccc(Cl)c(Cl)c2)c1=O,i,0.072,47
CCC(C)NC(=O)Cn1cnc(-c2ccccc2)cc1=O (stereo not given),i,0.081,45
Cc1ccc(-c2cc(C(F)F)n3ncc(C(=O)Nc4cn(C)nc4C)c3n2)cc1,i,0.06,34
COc1ccc(NC(=O)c2ccc(=O)n(Cc3ccc(Cl)cc3)c2)c(OC)c1,i,0.11,43
COc1ccc(SCCC(=O)Nc2ccc(F)cc2F)cc1,i,0.11,59
CCOC(=O)N1CCN(C(=O)CCc2csc(NC(=O)c3ccco3)n2)CC1,i,0.085,62
CS(=O)(=O)N1CCCCC1C(=O)Nc1nc2ccccc2s1 (stereo not given),i,0.06,33
CSc1nn(CC(=O)Nc2ccc(Cl)cc2)c(N)c1-c1nc(-c2ccc3c(c2)OCO3)no1,i,0.11,45
CN1CCOc2ccc(NC(=O)C(C)(C)C)cc2C1=O,i,0.045,59
Cn1c(=O)n(CC(=O)OCc2ccccc2)c(=O)c2c1nc1oc(-c3ccccc3)cn12,i,0.051,38
Cc1ccc(-n2nc3c(c2NC(=O)C(=O)NCCCOC(C)C)CSC3)c(C)c1,i,0.041,56
COc1ccc(C(=O)Nc2sc3c(c2-c2nc4ccccc4s2)CCCC3)cc1,i,0.08,28
O=C(CSc1ccc(F)cc1)Nc1ccc2c(c1)N(C(=O)c1ccccc1)CCC2,i,0.091,68
O=C(Nc1cccc2nsnc12)c1nc(-c2cnccn2)no1,i,0.22,82
O=C(NCCCN1CCCC1=O)C(=O)NC1CCCC1,i,0.11,65
COc1ccccc1-c1cnn2c(NCCCN3CCOCC3)cc(C)nc12,i,0.18,53
COc1ccc(NC(=O)c2ccc(S(=O)(=O)N3CCCC3)cc2)cc1,i,0.14,52
CCOc1ccc(C(=O)c2oc3ccccc3c2NC(=O)c2snnc2CC)cc1,i,0.077,61
CCC(C)Nc1oc(-c2ccc(S(=O)(=O)N3CCC(C)CC3)cc2)nc1C#N (stereo not given),i,0.13,52
Cc1ccc2c(NC(=O)Cc3c(C)[nH]c(=O)[nH]c3=O)cccc2n1,i,0.13,82
Cc1nn2c(N3CCN(c4ccccn4)CC3)cc(C(C)C)nc2c1-c1ccccc1,i,0.085,59
Cc1cccc(NC(=O)c2ccc(N3C(=O)c4ccccc4C3=O)cc2)c1C,i,0.075,49
Cc1ccccc1NC(=O)NCC(C)(O)c1ccc2c(c1)OCO2 (stereo not given),i,0.098,50
COc1ccc(NC(=O)Cn2c(=O)n(CCCCC(=O)NC(C)C)c(=O)c3ccccc32)cc1OC,i,0.051,46
COc1cn2c(cc1=O)C(=O)N(CCNC(=O)c1ccccc1SC(F)F)CC2,i,0.092,64
COc1ccc(NC(C)=O)cc1NC(=O)CCCn1nc(-c2ccccc2)ccc1=O,i,0.08,53
COc1cccc2cc(C(=O)CS(=O)(=O)c3ccccc3)c(=O)oc12,+,0.35*,52*
NC(=O)C1CCN(CC(=O)NCCc2ccccc2)CC1,i,0.048,61
O=C(c1ccc2c(c1)OCCO2)N(CCN1CCOCC1)c1nc2c(Cl)cccc2s1,i,0.078,51
CCOC(=O)c1ccc(NC(=O)c2ccc(=O)n(Cc3ccc(Cl)cc3)c2)cc1,i,0.1,45
CS(=O)(=O)N(CC(O)COc1ccccc1)c1ccc(F)cc1 (stereo not given),i,0.11,62
COc1ccccc1CNC(=O)CCn1c(=O)[nH]c2ccccc2c1=O,i,0.091,55
CC(C)c1ccc(OCC(O)CN2CCCCC2C)cc1 (stereo not given),i,0.072,58
COc1ccc(C2CC(c3ccco3)=NN2C(=S)Nc2ccccc2)cc1OC (stereo not given),i,0.064,64
Cc1cn2c3c(=O)n(CC(=O)OCc4ccccc4)c(=O)n(C)c3nc2n1C1CCCC1,i,0.048,52
CC(C)c1ccc(NC(=O)c2ccc(S(=O)(=O)NC3CC3)o2)cc1,i,0.14,55
CCOc1ccc(-c2ccc(=O)n(CCNC(=O)Nc3cc(F)ccc3F)n2)cc1,i,0.096,50
O=S(=O)(c1ccc(Cl)s1)N1CCN(Cc2nc(-c3cccs3)cs2)CC1,i,0.11,68
CN(C(=O)CCCn1nc(-c2ccc(F)cc2)ccc1=O)c1ccccc1,i,0.039,41
CC(C)(C)C(=O)NCC1(O)CCCC1,i,0.12,68
COCCNC(=O)NCC1(c2cccs2)CCOCC1,i,0.13,57
NC(=O)c1cc2ccccc2o/c1=N/NC(=O)c1cccc(F)c1,i,0.07,40
O=C(NCC1CCCO1)C(=O)Nc1cccc([N+](=O)[O-])c1 (stereo not given),i,0.051,36
CSc1ncccc1C(=O)N1CCC(CNC(=O)c2ccccc2F)CC1,+,0.11*,57*
COC(=O)C12CC3CC(CC(NC(=O)c4cc(-c5cccs5)[nH]n4)(C3)C1)C2,i,0.14,58
O=S(=O)(N1CCCC1)N1CCN(c2ccccc2F)CC1,i,0.065,63
O=C(Cn1nc(C(=O)Nc2ccccc2)ccc1=O)Nc1cccc2ccccc12,i,0.04,58
O=C(COc1ccccc1Cl)NCCCn1nc(-c2ccc(Cl)cc2)ccc1=O,i,0.058,66
O=C(Nc1cc(F)ccc1F)c1ccc(=O)n(Cc2cccc(F)c2)c1,i,0.097,55
COc1ccccc1OCC(=O)Nc1ccc(-n2nncc2C)cc1,i,0.08,53
O=C(CSc1nccn(-c2cccc(F)c2)c1=O)c1ccc(Br)cc1,i,0.1,63
COc1ccccc1NC(=O)C(C)Sc1nnnn1-c1ccccc1C (stereo not given),i,0.065,65
# The list goes on:
SMILES,AMPAR-TARP mod,AMPAR-TARP mod agonism max-min,AMPAR-TARP mod glutamate slope
O=C(Nc1cccc(N2CCCC2=O)c1)C(=O)NC1CCCCCC1,i,0.039,40
CSc1cccc(NC(=O)C(=O)NCC2CCN(S(=O)(=O)C3CC3)CC2)c1,i,0.074,54
C/C=C/C(=O)Nc1ccc(-n2nnn(CC(N)=O)c2=O)cc1,i,0.14,76
O=C(Nc1c2c(nn1-c1nc3ccccc3s1)CCC2)c1cccs1,i,0.11,49
CCOC(=O)CNC(=O)c1nc(-c2cnccn2)no1,i,0.13,79
COc1cn(CC(=O)Nc2cc(C)cc(C)c2)c(CSc2ccc(C)cc2)cc1=O,i,0.1,49
CN(C)CCCNc1nc2ccc([N+](=O)[O-])cc2s1,+,0.16*,66*
